Screening results: PubChem BioAssay, several laboratories
FXIIa inh: human FXIIa protease inhibitors, primary screen, biochemical, 1536-well; hit rate 0.3% among 220,000; Coagulation factor XII (Homo sapiens), P00748; purified FXIIa, Boc-QGR-AMC fluorogenic substrate, 2 h; inhibition, % at 5 µM; in the data active means inhibition above about 40%;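 further: 0% = enzyme with no compound and 100% = blank without enzyme; many of its hits are not listed in these tables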
Target sequence (P00748 20-372 limits assumed): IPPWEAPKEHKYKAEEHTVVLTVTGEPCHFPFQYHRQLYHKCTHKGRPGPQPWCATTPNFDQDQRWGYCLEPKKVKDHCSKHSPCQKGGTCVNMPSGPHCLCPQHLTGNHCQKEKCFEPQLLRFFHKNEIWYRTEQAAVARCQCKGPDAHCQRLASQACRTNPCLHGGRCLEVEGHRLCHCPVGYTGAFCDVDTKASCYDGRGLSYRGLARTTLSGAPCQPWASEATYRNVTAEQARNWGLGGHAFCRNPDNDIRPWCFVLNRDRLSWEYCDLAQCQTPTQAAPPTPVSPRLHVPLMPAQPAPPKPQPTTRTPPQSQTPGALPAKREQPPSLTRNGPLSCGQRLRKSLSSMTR
Target sequence (P00748 373-615 limits assumed): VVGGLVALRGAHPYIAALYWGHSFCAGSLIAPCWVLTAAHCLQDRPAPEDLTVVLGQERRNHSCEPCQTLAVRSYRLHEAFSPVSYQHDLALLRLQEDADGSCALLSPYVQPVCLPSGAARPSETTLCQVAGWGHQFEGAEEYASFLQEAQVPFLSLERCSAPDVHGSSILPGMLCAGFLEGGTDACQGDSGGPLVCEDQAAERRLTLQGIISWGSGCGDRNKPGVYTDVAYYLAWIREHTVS
Runt-CBFb FRET: inhibitors of RUNX1 Runt–CBFb binding, primary screen, biochemical, FRET, Cerulean-Runt, Venus-CBFb, uHTS | inhibition, % at 20 µM | Cerulean-Runt/Venus-CBFb FRET ratio 530/480, 1 h | hit rate 0.46% among 220,000;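 active means inhibition over about 50% at 20 µM in the single-dose screen, limit read from the data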;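 further: 0% = DMSO wells and 100% = excess unlabeled CBFb competitor control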
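Assay system: Cerulean-Runt domain / Medium: Tris 50 mM pH 7.5, KCl, K2SO4, 0.01% BSA / Timing: protein complex preformed 1 h, compound exposure 1 h, room temperature, dark / Measured by: FRET, excitation 422 nm, emission at 530 and 480 nm / Evaluation: loss of energy transfer signal / Control set: 5 µM unlabeled CBFb as full-inhibition high control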
Runt-SMMHC FRET: inhibitors of RUNX1 Runt–CBFb-SMMHC binding, primary screen, biochemical, FRET, Cerulean-Runt, Venus-CBFb-SMMHC, uHTS. Runt-related transcription factor 1 (Homo sapiens) + Core-binding factor subunit beta …. Cerulean-Runt/Venus-CBFb-SMMHC FRET ratio 530/480, 1 h. inhibition, % at 20 µM. hit rate 0.74% among 220,000. AID 1434, 2008;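 active means mean inhibition across duplicate retests at 20 µM reaching about 50%, limit read from the data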;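 further: 0% = DMSO wells and 100% = wells with excess untagged CBFb-SMMHC; inhibitors lower the FRET ratio by blocking Runt binding to CBFb-SMMHC; some results filed as inactive read as strong as hits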
FXIa inh 1536: human FXIa protease inhibitors, primary screen, biochemical, 1536-well; hit rate 0.14% among 220,000; inhibition, % at 5 µM; AID 798, 2007; purified FXIa, Boc-Glu-Ala-Arg-AMC fluorogenic substrate; Coagulation factor XI (Homo sapiens), P03951;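 active means inhibition of at least 40%; inactive means inhibition below 40%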;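 further: fluorescence of freed AMC excited at 355 nm; 0% = enzyme without compound and 100% = no enzyme blank; many of its hits are not listed in these tables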
Wee1 degr inh: Wee1 degradation inhibitors, primary screen, cell-based, HeLa, Wee1K328M-luciferase, luminescence; HeLa Luc-Wee1K328M stability; 100% = proteasome inhibitor MG132 effect; reporter increase, % at 5 µM; hit rate 1.2% among 220,000;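 active means activation above the mean of all tested compounds plus 3 SD, set per screening run, cut at about 8.8% in these data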;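 further: cells exposed to compound for 20 h before luminescence read; 0% = DMSO alone and 100% = MG132 at 30 µM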
14-3-3 Bad PPI: inhibitors of 14-3-3 zeta/Bad binding, primary screen, biochemical, TR-FRET, bovine 14-3-3 zeta; hit rate 0.71% among 220,000; inhibition, % at 21.7 µM; TR-FRET 14-3-3zeta/Dy647-pBad peptide displacement, 1 h; 14-3-3 protein zeta/delta (Bos taurus), P63103;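 active means inhibition above about 70%, limit read from the data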;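 further: 0% = full 14-3-3 plus peptide FRET controls and 100% = background without 14-3-3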
Hck-Nef inh: inhibitors of Nef-activated human Hck kinase, primary screen, biochemical, Z-Lyte FRET, 384-well, Hck-YEEI | Tyrosine-protein kinase HCK (Homo sapiens), P08631 | Recombinant Hck-YEEI plus Nef, Z-Lyte FRET kinase assay | inhibition, % at 20 µM | hit rate 0.68% among 220,000;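 active means Hck-Nef kinase inhibition above about 50%, limit read from the data; inactive means inhibition below that limit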;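 further: 0% = DMSO with Hck plus Nef and 100% = Hck alone without Nef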
KLK5 inh: human KLK5 protease inhibitors, primary screen, biochemical, 1536-well. hit rate 0.59% among 210,000. recombinant hK5, fluorogenic AMC substrate cleavage. inhibition, % at 5 µM;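 active means inhibition of 40% or more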;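 further: 0% = enzyme controls without compound and 100% = no-enzyme blanks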
Target sequence (Q9Y337 67-293 limits assumed): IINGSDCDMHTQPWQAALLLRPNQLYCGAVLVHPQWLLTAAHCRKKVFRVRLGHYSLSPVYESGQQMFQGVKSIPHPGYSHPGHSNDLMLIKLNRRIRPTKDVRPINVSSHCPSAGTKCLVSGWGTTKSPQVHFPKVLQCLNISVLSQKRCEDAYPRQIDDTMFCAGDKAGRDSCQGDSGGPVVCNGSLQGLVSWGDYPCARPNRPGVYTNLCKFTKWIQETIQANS
Thrombin inh: human alpha-thrombin inhibitors, primary screen, counter-screen for coagulation protease inhibitor project, biochemical, 1536-well, fluorogenic AMC substrate. Prothrombin (Homo sapiens), P00734. Boc-VPR-AMC fluorogenic substrate cleavage. inhibition, % at 5 µM. hit rate 0.26% among 220,000. AID 1046, 2008;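 active means inhibition at or above 40%; inactive means inhibition below 40%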;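 further: 0% = enzyme with no compound and 100% = wells without enzyme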
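signal = AMC fluorescence, 355/460 nm | material = human alpha-thrombin enzyme | control set = enzyme without compound as high, wells lacking enzyme as low | times = reaction at room temperature | read-out basis = percent inhibition scaled between no-compound controls and no-enzyme blanks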
The depositor's hits bear a star; . = not tested or not shown; [ ] = dose if it differs, or a comment.

The first five entries as a preview:
SMILES	FXIIa inh	Runt-CBFb FRET	Runt-SMMHC FRET	FXIa inh 1536	Wee1 degr inh	14-3-3 Bad PPI	Hck-Nef inh	KLK5 inh	Thrombin inh
O=C(Cc1ccccc1)Nc1nnc(-c2cccc([N+](=O)[O-])c2)s1	6	2	2	-2	2	1	3	4	-13
Fc1ccc(-c2onc3ccc(C4OCCO4)cc23)cc1	14	-6	-10	1	-1	-11	23	0	-7
COc1ccccc1C(=O)C1CCCN(C(=O)Nc2ccccc2F)C1 (centres undefined)	4	-2	1	-1	2	-1	3	.	-2
Cn1[nH]c(C(F)(F)F)c(C=Nc2ccc(Cl)cc2)c1=O	6	2	-2	2	-1	-6	24	4	1
CCCCC(=O)NNC(=S)NC(=O)c1cccc([N+](=O)[O-])c1	1	30	10	-9	2	-7	1	-164	1

The whole of this part, repeating the preview:
SMILES	FXIIa inh	Runt-CBFb FRET	Runt-SMMHC FRET	FXIa inh 1536	Wee1 degr inh	14-3-3 Bad PPI	Hck-Nef inh	KLK5 inh	Thrombin inh
O=C(Cc1ccccc1)Nc1nnc(-c2cccc([N+](=O)[O-])c2)s1	6	2	2	-2	2	1	3	4	-13
Fc1ccc(-c2onc3ccc(C4OCCO4)cc23)cc1	14	-6	-10	1	-1	-11	23	0	-7
COc1ccccc1C(=O)C1CCCN(C(=O)Nc2ccccc2F)C1 (centres undefined)	4	-2	1	-1	2	-1	3	.	-2
Cn1[nH]c(C(F)(F)F)c(C=Nc2ccc(Cl)cc2)c1=O	6	2	-2	2	-1	-6	24	4	1
CCCCC(=O)NNC(=S)NC(=O)c1cccc([N+](=O)[O-])c1	1	30	10	-9	2	-7	1	-164	1
CC(C)(C)c1cn(-c2ccc(Cl)cc2)c(=S)[nH]1	13	4	15	0	-1	-6	2	-6	-1
O/N=C(\c1ccccn1)C1CC1c1ccccc1 (centres undefined)	1	0	4	-8	0	-15	18	-15	-5
CN(C)CCNC(=S)Nc1ccc(Cl)cc1	2	-2	-2	-5	-2	-5	-1	-2	-3
COc1cc(OC)nc(Oc2ccc(NC(C)=O)cc2)n1	3	-1	-2	-2	1	-17	20	0	-3
Cc1cccc2cc(C#N)c(NCCNC(=S)NCCCN3CCOCC3)nc12	20	40	64*	0	1	8	15	-17	5
CC(C)N1C(=O)NC2(c3ccccc3)N(C)C(=O)N(C)C12c1ccccc1 (centres undefined)	4	-1	5	-4	1	3	-5	-7	-3
CN(C)c1ccc(C2CC(c3cccc(NS(C)(=O)=O)c3)=NN2C(=O)c2ccccc2)cc1 (centres undefined)	7	15	-15	2	7	-1	-8	.	1
CCSC1=NCCN1S(=O)(=O)c1ccc(Cl)cc1	8	-1	-1	-1	-1	-11	27	1	5
O=C(/C=C/c1ccccc1Cl)Nc1ccccc1	3	-1	-3	-10	9.3*	-2	-4	-13	-7
CSc1ccc(/C=N/NC(=O)CN2CCN(Cc3ccccc3Cl)CC2)cc1	12	1	-4	3	2	6[fluorescence artefact?]	1	-9	-8
Cc1ccc(C(=O)Nc2ccc3c(c2)OCO3)o1	9	4	1	-2	0	7	1	-14	-4
Cc1ccccc1CN1C[C@@H]2C[C@@H](c3cn[nH]c3-c3ccccc3)N3CCC[C@@]23C1=O	26	0	-2	12	-2	1	-9	.	23
N#Cc1cc(NCC2CCCO2)c([N+](=O)[O-])cc1C#N (centres undefined)	6	0	-1	6	-3	6[fluorescence artefact?]	2	-19	-7
Cc1cc(NC(=O)C2C3C(=O)N(Cc4ccc(Cl)cc4)C(C(=O)NC4CCCCC4)C34C=CC2(C)O4)no1 (centres undefined)	9	-2	4	-6	-1	-11	1	6	-1
COCCCNC(=O)c1c(N)n(-c2ccccc2)c2nc3ccccc3nc12	-4	54*	81*	-2	0	4	10	-5	-4
CCCc1nc2ccccc2c(=O)n1N	-11	-1	-1	-9	-3	3	0	-15	-8
CCCCOC(=O)Nc1ccc(S(=O)(=O)Nc2ncccn2)cc1	5	2	-3	-5	-1	0	8	-3	-8
COc1ccc(NC(=O)CCCn2c(=O)c3sccc3n(Cc3ccccc3)c2=O)cc1	0	-1	2	-3	3	2[fluorescence artefact?]	-1	-10	-3
CCN(CC)CCn1c2ccccc2c2cnc(N=CN(C)C)c(C#N)c21	-8	-4	2	-12	4	.	3	-18	-2
O=C(c1ccco1)N1CCN(c2cc(=O)n(-c3ccc(Cl)cc3)c(=O)[nH]2)CC1	27	0	2	23	-2	6	0	-10	-2
CCOC(=O)C1=C(C)N=c2s/c(=C\c3ccc(OCC(=O)O)cc3)c(=O)n2C1c1ccc(OC(C)C)cc1 (centres undefined)	6	-23	-38	5	-3	-1	3	-11	-4
CCn1c(=O)c(C(=O)CN(C)Cc2ccc(F)cc2)c(N)n(Cc2ccccc2)c1=O	0	0	3	-7	0	-10	21	0	-10
O=C(O)c1c[nH]c2ccc(S(=O)(=O)N3CCOCC3)cc12	8	2	-1	6	7	-8	0	-14	-2
CCc1ccc([C@@H]2C[C@H]3CN(Cc4ccccc4OC)C(=O)[C@]34CCCN24)cc1	2	-1	0	-2	-2	-2	-3	.	-3
Cc1ccc(Cl)c(OC(=O)c2nn(C(C)C)c(=O)c3ccccc23)c1	-3	-1	1	-8	2	9[fluorescence artefact?]	-1	4	-7
COc1ccccc1CN1CCNC(=O)C1CC(=O)NCc1c(C)n[nH]c1C (centres undefined)	5	.	.	-3	-3	-13	20	-2	-1
Cc1cc(=O)oc2cc(OC(C)C(=O)NCC3CCCO3)ccc12 (centres undefined)	9	0	-2	0	1	12	-8	.	-6
COC(=O)c1nc2n(n1)C(c1ccc(OC)c(OC)c1OC)C1=C(CCCC1=O)N2 (centres undefined)	5	0	-7	-8	-1	2	-6	7	-2
CCOC(=O)N1CCN(C2=Nc3cccc4cccc2c34)CC1	6	-8	-85	-1	3	-14	6	-4	1
CC(CCc1ccccc1)NC(=O)C1CCN(C(=O)c2sccc2-n2cccc2)CC1 (centres undefined)	12	-1	-2	2	0	-1	-1	-8	-3
O=C(Cn1cc2c(n1)CCCC2)NCCc1ccccc1	7	.	-2	-3	-1	0[fluorescence artefact?]	13	-7	-2
CC1(C)OC(=O)C(C(c2ccccc2)C(C#N)C(N)=O)=C(O)O1 (centres undefined)	1	1	-6	-10	1	-2	-9	-3	-6
CCOC(=O)c1c(NC(=O)c2ccco2)n(C2CCCCC2)c2nc3ccccc3nc12	-2	19	32	3	-1	2	15	-2	-21
CCOC(=O)C(CC)(CC)C(=O)/C=C/c1ccc(Br)cc1	-3	-1	-7	-13	4	-1	1	-6	-3
CCn1c(NC(=O)C2CCCCC2)nc2ccccc21	12	-1	-2	5	1	-5	-7	-15	3
CC(=O)Nc1c(-c2ccccc2)nc2ncccn12	22	2	-2	21	-1	10	3	-5	-2
N#CCCN(Cc1cccnc1)C(=O)Nc1ccc(Cl)c(Cl)c1	5	-1	-1	-16	0	-1[fluorescence artefact?]	1	-7	-4
Cc1[nH]n(-c2ccc([N+](=O)[O-])cc2)c(=O)c1C=NCCc1ccc(S(N)(=O)=O)cc1	13	-20	-10	2	5	29	22	3	-8
O=C(NCc1ccco1)C(=O)NCC1OCCN1S(=O)(=O)c1ccc(Cl)cc1 (centres undefined)	0	-1	0	-1	-2	-3	0	-16	-5
O=C(COC(=O)c1ccc(-c2ccc([N+](=O)[O-])cc2)o1)NC(=O)NC1CCCCC1	6	4	0	2	1	0[fluorescence artefact?]	3	0	-6
O=C(NCc1ccc(F)cc1)c1ccc(CNc2c(N3CCOCC3)c(=O)c2=O)cc1	9	-2	1	3	1	0	22	2	-5
CCCC(=O)Nc1ccc(C(N)=O)cc1	.	0	-3	0	-2	-5	-11	1	-3
CCSc1nnc(-c2cc(Br)ccc2N=Cc2c(C)[nH]n(-c3ccccc3)c2=O)c(=O)[nH]1	5	-1	-10	1	-2	-7	7	-11	3
COc1ccccc1OCC(=O)N/N=C1\CCc2ccccc21	11	0	0	4	1	2[fluorescence artefact?]	-2	-14	-1
Cc1ccc(-c2noc(CSc3nnc(-c4ccncc4)n3-c3ccc(F)cc3)n2)cc1	20	-4	-2	6	0	4	0	-2	3
COc1cccc(C(=O)NC(=S)Nc2ccc(N3CCCC3)cc2)c1	13	.	2	3	-2	17	1	-6	-2
Cc1ccc(NC(=O)CCn2cccc2)cc1F	20	-1	-1	3	-1	-11[fluorescence artefact?]	-9	-7	-4
CCS(=O)(=O)N1CCN(C(=O)COc2ccc(-c3ccccc3)cc2)CC1	11	-1	0	-11	-1	-4[fluorescence artefact?]	1	-21	-2
CC1OC(Oc2ccc3ccc(=O)oc3c2-c2c(O)ccc3cc(Oc4ccc5ccc(=O)oc5c4)c(=O)oc23)C(O)C(O)C1O (centres undefined)	16	12	30	7	-2	-6	9	-10	-1
C#CC(=O)N(c1cccc(OC)c1)C(C(=O)NC1CCCC1)c1cccs1 (centres undefined)	9	1	7	-2	-2	3	2	0	-4
O=C(CN1C2=NCCN2c2ccccc21)c1ccc(Br)s1	2	-1	-2	0	1	-12	1	2	-11
CSCC[C@@H](C(=O)NCc1cccs1)N1Cc2ccccc2C1=O	13	1	-1	6	-1	0	-3	-6	2
Cc1ccccc1Nc1nc(N)nc(CSCc2c(C)noc2C)n1	13	0	-2	1	2	-14	0	-7	-1
CCOC(=O)NN1C(=O)c2ccccc2NC1c1ccccc1F (centres undefined)	6	.	5	-2	2	-20	7	-8	3

3 compounds already listed, arranged by number of heavy atoms, smallest number first:
SMILES	FXIIa inh	Runt-CBFb FRET	Runt-SMMHC FRET	FXIa inh 1536	Wee1 degr inh	14-3-3 Bad PPI	Hck-Nef inh	KLK5 inh	Thrombin inh
COc1cc(OC)nc(Oc2ccc(NC(C)=O)cc2)n1	3	-1	-2	-2	1	-17	20	0	-3
CCOC(=O)NN1C(=O)c2ccccc2NC1c1ccccc1F (centres undefined)	6	.	5	-2	2	-20	7	-8	3
CC(CCc1ccccc1)NC(=O)C1CCN(C(=O)c2sccc2-n2cccc2)CC1 (centres undefined)	12	-1	-2	2	0	-1	-1	-8	-3
